AGP1 TOR yeast – yeast TOR pathway AGP1-GFP modulation. 320,000 compounds, 0.02% hits. S. cerevisiae AGP1-GFP multiplex flow cytometry, 3 h; GFP as percent of DMSO wells. GFP response vs DMSO, % at 10 µM;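 active = GFP response relative to DMSO above a set limit, near screen average plus 3 SD, cut at about 150% in these data; inconclusive = fewer than 70 cells counted for the yeast strain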;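 note: median GFP channel fluorescence of the gated AGP1 strain per well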
RPL19A-GFP yeast – modulators of TOR pathway RPL19A-GFP in S. cerevisiae | S. cerevisiae RPL19A-GFP strain, flow cytometry, 3 h; hits give low values | percent response vs DMSO, % at 10 µM | 330,000 compounds, 0.3% hits | AID 2025;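 active = percent response vs DMSO below 50%; inconclusive = fewer than 70 events counted for the yeast strain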;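 note: median channel GFP fluorescence of the barcoded RPL19A-GFP strain; ratio of sample median GFP to plate DMSO average so 100% = DMSO; lower means less RPL19A-GFP as with rapamycin TOR inhibition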
AHR activator – human AHR activation. P35869. AHR-responsive luciferase reporter cells, luminescence. activation, % at 5 µM. 320,000 compounds, 2.5% hits. AID 2796; in the data active = activation above about 47%;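 note: 0% = vehicle wells and 100% = reference agonist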
Target sequence (P35869 whole entry, looked up): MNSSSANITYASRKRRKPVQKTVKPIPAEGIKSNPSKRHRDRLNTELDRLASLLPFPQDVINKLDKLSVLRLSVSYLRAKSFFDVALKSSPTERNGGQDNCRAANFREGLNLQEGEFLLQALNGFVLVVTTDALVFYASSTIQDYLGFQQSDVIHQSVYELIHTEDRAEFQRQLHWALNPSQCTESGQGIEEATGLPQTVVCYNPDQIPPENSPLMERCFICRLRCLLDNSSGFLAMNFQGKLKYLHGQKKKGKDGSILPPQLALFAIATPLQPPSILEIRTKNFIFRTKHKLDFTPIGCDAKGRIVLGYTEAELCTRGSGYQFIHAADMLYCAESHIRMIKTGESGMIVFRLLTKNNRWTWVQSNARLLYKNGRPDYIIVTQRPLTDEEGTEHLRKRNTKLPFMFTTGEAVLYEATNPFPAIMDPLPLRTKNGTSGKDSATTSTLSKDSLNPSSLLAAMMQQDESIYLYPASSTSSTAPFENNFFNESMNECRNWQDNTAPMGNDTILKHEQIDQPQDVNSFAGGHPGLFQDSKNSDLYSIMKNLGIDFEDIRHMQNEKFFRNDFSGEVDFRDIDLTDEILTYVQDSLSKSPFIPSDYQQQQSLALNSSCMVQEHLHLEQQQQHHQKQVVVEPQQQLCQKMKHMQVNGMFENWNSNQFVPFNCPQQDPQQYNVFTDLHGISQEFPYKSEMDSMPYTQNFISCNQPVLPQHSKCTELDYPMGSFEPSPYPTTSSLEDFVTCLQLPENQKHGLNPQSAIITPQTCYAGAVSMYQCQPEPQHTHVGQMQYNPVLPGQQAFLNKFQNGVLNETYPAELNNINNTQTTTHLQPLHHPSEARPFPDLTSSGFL
LAP4 TOR yeast – modulators of TOR pathway LAP4-GFP in S. cerevisiae; S. cerevisiae LAP4-GFP multiplex, flow cytometry GFP, 3 h; median GFP as percent of DMSO wells; GFP response vs DMSO, % at 10 µM; 320,000 compounds, 0.34% hits; AID 2023;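 active = GFP response vs DMSO above a set limit, about the screen mean plus 3 SD, cut at about 150% in these data; inconclusive = under 70 cell events counted for the yeast strain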
Efflux pump mplx – blocks antifungal efflux pumps in multiplex yeast assay; S. cerevisiae Candida pump triplex, Nile Red efflux; inhibition, % at 10 µM; 330,000 compounds, 0.44% hits; AID 485275;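 active = plate passing quality check with inhibition over a set limit, or well fluorescence over plate mean plus 4 SD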;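 note: Nile Red retained in pooled yeast measured as flow cytometry median fluorescence; 0% = buffer negative control and 100% = Enniatin B positive control; higher means more Nile Red kept so more efflux inhibition; some compounds called inactive have numbers as strong as hits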
MEP2-GFP yeast – modulators of TOR pathway MEP2-GFP in S. cerevisiae. S. cerevisiae MEP2-GFP strain, flow cytometry GFP, 3 h; 100% = DMSO control level. GFP response vs DMSO, % at 10 µM. 330,000 compounds, 0.51% hits. AID 2016;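 active = GFP response versus DMSO above a set limit, roughly screen mean plus 3 SD, cut at about 180% in these data; inconclusive = fewer than 70 cells counted for a yeast strain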;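 note: median GFP fluorescence of the barcode-gated MEP2-GFP cells per well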
CR mimetic SO – yeast age-related superoxide inhibition as caloric restriction mimetic; S. cerevisiae aged cells, superoxide DHE fluorescence; hits give low values; 330,000 compounds, 0.18% hits; AID 2690; superoxide response (% of plate mean), % at 10 µM;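 active = superoxide response under a set limit, about three screen SD below normal, cut at about 65% in these data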;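 note: yeast aged for seven days with compound at 30 °C before DHE staining; 100% = average MFI of all compound-treated wells on the plate with controls excluded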
CIT2 TOR yeast – alters CIT2-GFP fluorescence in TOR pathway yeast screen; GFP response vs DMSO, % at 10 µM; 320,000 compounds, 0.065% hits; S. cerevisiae CIT2-GFP strain, flow cytometry, 3 h; 100 means same as DMSO wells; AID 2029;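 active = GFP response relative to DMSO above a set limit, near the screen mean plus 3 SD, cut at about 150% in these data; inconclusive = Fewer than 70 cells measured for a yeast strain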;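 note: ratio of well median GFP fluorescence to mean of DMSO wells on the plate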
* = called active by the depositor; u = inconclusive; x = not tested or not shown; [ ] = dose if it differs, or a comment.

SMILES	AGP1 TOR yeast	RPL19A-GFP yeast	AHR activator	LAP4 TOR yeast	Efflux pump mplx	MEP2-GFP yeast	CR mimetic SO	CIT2 TOR yeast
COc1ccccc1/C=C(/NC(=O)c1ccc(Cl)cc1Cl)C(=O)O	87	89	3	88	0.1	93	96	84
COc1ccc(C2=NOC(Cn3nc(-c4ccccc4)cc3C(=O)NCc3cccc(C(F)(F)F)c3)C2)cc1 (configuration not stated)	107	104	2	101	-0.2	102	92	98
Cc1cccc(Cn2cc(SCC(=O)Nc3nccs3)c3ccccc32)c1	114	103	-1	120	-0.1	107	72	119
Cc1cc(NC(=O)CN2C(=O)c3ccccc3S2(=O)=O)no1	107	102	0	104	-0.2	100	92	107
COc1cccc(CN(C)C(=O)CSCC(=O)Nc2cc(C)on2)c1OC	111	100	1	102	-0.1	97	108	106
CCOc1ccc(C(=O)CCC(=O)N(CC)CC(=O)Nc2c(F)cccc2F)cc1	106	100	5	111	0.0	108	96	100
CC(C)CN(C(=O)c1cccc(F)c1)c1c(N)n(CC(C)C)c(=O)[nH]c1=O	99	100	-4	91	-0.1	106	98	98
CN(C)c1ccc(-n2cccc2/C=N/n2cnnc2)cc1	108	102	-2	100	0.0	103	108	99
O=[N+]([O-])c1c(NCCO)cc(N2CCCCCC2)c2nonc12	92	95	-2	84	-0.1	102	102	100
CN(C)c1ccc(/C=C(\Cl)c2nc3ccccc3s2)cc1	91	94	45	94	0.2	94	96	87
COc1ccc(C2c3[nH]c4ccccc4c3CCN2CCCn2cccn2)c(C)c1C (configuration not stated)	101	97	19	98	0.3	98	91	105
CCCC(=NC(C)CC)C1=C(O)CC(c2ccccc2)CC1=O (configuration not stated)	96	105	1	94	-0.1	98	92	100
CSc1ccccc1OCc1cc(C(=O)NC(C)Cn2cncn2)no1 (configuration not stated)	93	102	43	96	0.2	101	117	97
O=C(NCC1CCCO1)c1c(O)c2cccc3c2n(c1=O)CCC3 (configuration not stated)	102	103	10	107	-0.1	107	97	103
CCN(CC)CCN(Cc1cc2cc(C)ccc2[nH]c1=O)C(=O)Nc1ccccc1OC	94	102	11	101	0.1	105	93	100
CCCn1c(CCC(=O)O)nc2cc(S(=O)(=O)N(CC)CC)ccc21	109	102	0	97	-0.2	97	92	81
O=C(Cc1ccccc1)Nc1ccccc1C(=O)O	103	99	2	x	0.1	100	113	84
O=C(NC(=O)c1ccccc1F)Nc1nc(-c2cccs2)cc(C(F)(F)F)n1	98	99	34	107	0.3	101	112	105
CN(Cc1ccccc1)C(=O)NC1CCCCC1	111	105	0	100	-0.1	103	96	109
Cc1cc(=O)[nH]c(NCCO)n1	87	87	1	89	0.2	92	100	x
CSCC[C@H](NC(=O)C1=NN(c2c(F)c(F)cc(F)c2F)C(=O)CC1)c1nc2ccccc2[nH]1	101	96	-1	100	0.2	97	99	98
CCCCC1(C)NC(=O)N(CC(=O)Nc2ccc(S(=O)(=O)N3CCOCC3)cc2)C1=O (configuration not stated)	104	100	-1	100	0.0	101	86	109
COCCNc1nc2nonc2nc1N(C)Cc1cccc2cnccc12	103	98	3	108	0.0	98	98	100
c1csc(-c2ccc(N3CCOCC3)nn2)c1	102	100	0	114	0.1	103	89	100
C=C(C)c1cccc(C(C)(C)NC(=O)Nc2cc(C)ccn2)c1	93	108	3	92	0.2	100	93	94
(list continues)
SMILES	AGP1 TOR yeast	RPL19A-GFP yeast	AHR activator	LAP4 TOR yeast	Efflux pump mplx	MEP2-GFP yeast	CR mimetic SO	CIT2 TOR yeast
CSc1ncc(Cl)c(C(=O)Nc2nnc(SC)s2)n1	100	98	3	111	0.0	105	97	96
CC(NC(=O)CN1CCN(C(=O)c2cccs2)CC1)c1ccc(F)cc1F (configuration not stated)	92	106	0	86	0.0	98	85	98
O=C(NCc1cccnc1)c1cc(Sc2ccccc2Cl)nc2ccccc12	96	104	6	95	-0.1	103	79	93
COc1cccc(CNCc2ccccn2)c1OC	106	99	16	111	0.0	103	102	106
COCCN1C(=O)N[C@@H](c2ccccc2)[C@H](C(C)=O)[C@H]1C	91	105	3	125	-0.1	93	92	102
COc1cc(/C=N/NC(=O)Cc2nnc(NC(=O)c3ccccc3)s2)ccc1O	106	101	11	89	-0.5	104	88	116
COc1ccc(N2CCN(C(=S)NC(=O)c3cccs3)CC2)c([N+](=O)[O-])c1	97	98	6	109	0.0	95	89	101
COc1ccc(C(CNC(=O)Nc2cccc(C)c2)N2CCN(C)CC2)cc1 (configuration not stated)	102	100	9	99	0.0	97	108	108
COC(=O)CSc1ncnc2scc(-c3ccccc3)c12	96	96	1	115	0.0	102	110	93
CCOc1ccc(NC(=O)n2ncc3c(C)cccc32)cc1	95	101	-2	98	-0.2	109	103	105
Cc1nc2sc(-c3ccccc3)cc2c(=O)n1N	83	86	-9	101	0.0	88	111	73
CCCN(C(=O)CSc1cc(-c2ccccc2)c2ccc(OC)cc2n1)C1CCS(=O)(=O)C1 (configuration not stated)	88	98	1	91	0.8	89	107	75
CC(=O)NCC(=O)N1CCCC(C(=O)c2ccc3c4c(cccc24)CC3)C1 (configuration not stated)	94	100	-4	88	0.0	104	93	102
CCCNCc1cc(OC)c(OCC(=O)NCCc2ccccc2)cc1Br	98	111	19	84	0.2	101	107	112
O=C(Cn1nc(Cl)nc1Cl)c1ccccc1	97	99	1	98	0.2	104	102	97
Cc1ccc(C(=O)OC2CCS(=O)(=O)c3sccc32)cc1 (configuration not stated)	104	103	2	110	-0.2	104	85	99
N#CC1=C(N)Oc2nc[nH]c(=O)c2C1c1cccs1 (configuration not stated)	101	98	-3	97	0.0	101	102	103
Cc1cccc(OCC(=O)N(C)CCc2ccccn2)c1	96	95	3	90	0.0	89	104	94
COc1ccc(S(=O)(=O)NCC(=O)N(CC(=O)NC(C)(C)C)Cc2cccs2)cc1	99	100	6	94	0.0	100	98	98
O=C1NCCN(Cc2ccc(-c3ccccc3)cc2)C1CC(=O)N1CCN(CCO)CC1 (configuration not stated)	106	104	0	106	0.3	103	113	89
CCN(CC)c1ccc(/C=N/NC(=O)c2nnn(-c3nonc3N)c2-c2ccc(C)cc2)cc1	20[may fluoresce violet]	33*[may fluoresce violet]	5	81[may fluoresce violet]	0.1	193*[may fluoresce violet]	95	u
COc1cc(OC)c2ccc(=O)oc2c1C(CC(=O)N1CCCC(C)C1)c1ccc2c(c1)OCO2 (configuration not stated)	77	93	10	121	0.3	98	94	64
COC(=O)C1=C(C)N(Cc2ccc(OC)c(OC)c2)C(=O)C1	103	100	1	96	0.1	105	96	98
Cc1ccc(OCCNC(=O)C2CC(=O)N(Cc3ccccc3)C2)cc1 (configuration not stated)	97	100	0	105	0.1	101	91	89
O=C(CC1SCCNC1=O)Nc1cccc([N+](=O)[O-])c1 (configuration not stated)	103	98	-1	110	0.1	98	96	100
The listing continues.
SMILES	AGP1 TOR yeast	RPL19A-GFP yeast	AHR activator	LAP4 TOR yeast	Efflux pump mplx	MEP2-GFP yeast	CR mimetic SO	CIT2 TOR yeast
O=C(CSc1n[nH]c(-c2ccccc2)n1)Nc1ncc(Br)cc1Br	93	92	5	94	0.0	96	94	97
O=S(=O)(Nc1cccc(S(=O)(=O)N2CCCCC2)c1)c1ccccc1F	102	101	1	92	0.4	108	89	106
CCOP(=O)(OCC)c1nc(-c2ccc(Cl)cc2Cl)oc1N1CCOCC1	91	92	9	106	-0.1	105	96	75
Cc1ccc(S(=O)(=O)N2CCCN(c3nccc(C(F)(F)F)n3)CC2)cc1	102	82	1	121	0.2	111	91	94
Cc1ccc(C)c(N2CCN(C(=O)CNS(=O)(=O)c3cccs3)CC2)c1	106	104	5	110	0.0	111	100	108
O=C(NNC(=O)c1ncc(Cl)c(Cl)c1Cl)c1ccc(F)cc1	102	99	16	106	-0.1	102	102	101
NC(=O)c1ccc(-n2nnnc2Oc2ccccc2)cc1	101	99	-1	98	0.0	99	117	99
COC(=O)c1ccc(COc2ccc(C3C4=C(CCCC4=O)Nc4onc(C)c43)cc2)cc1 (configuration not stated)	96	94	-1	99	0.0	104	97	101
C[C@H](CO)N1C[C@H](C)[C@@H](CN(C)Cc2ccc(Cl)c(Cl)c2)Oc2c(NC(=O)CCC(F)(F)F)cccc2C1=O	107	104	1	106	0.1	100	115	95
O=C1c2ccccc2C(=O)C1(O)O	105	104	4	93	-0.2	99	108	102
COc1ccc(N(C)C(=O)c2ccc3snnc3c2)cc1	92	89	-2	105	0.0	92	109	88
CCN1C(=NCCc2ccc([N+](=O)[O-])cc2)N[C@@H](c2ccccc2)[C@H](C(=O)OC)[C@H]1C	84	96	1	84	-0.1	93	97	75
Fc1ccccc1NC(=S)N1CCN(C/C=C/c2ccccc2)CC1	119	111	3	112	-1.2	139	101	110
C=CCn1c(C)c(C(C)=O)c(N2CCOCC2)nc1=S	28	65	7	93	0.2	162	111	106
O=C1Cc2ccccc2N1c1ccccc1	101	102	1	100	-0.1	101	100	103
CC(=O)N1c2ccc(S(=O)(=O)N3CCCC(C(=O)N4CCCCC4)C3)cc2CC1C (configuration not stated)	104	101	2	107	0.3	105	110	101
COc1ccc(N2CCN(C(=O)c3cccc(S(=O)(=O)N4CCOCC4)c3)CC2)cc1	106	107	0	103	0.1	101	91	107
CC1CN(C(=O)C2CC(=O)N(c3ccc(Cl)cc3)C2)CC(C)O1 (configuration not stated)	94	104	2	91	0.1	103	97	98
Cc1cccc(-n2ncc3c(=O)[nH]c(SCC(=O)NCCC4=CCCCC4)nc32)c1	105	105	0	106	0.2	107	88	102
CCS(=O)(=O)Nc1ccc(C2=NN(C(=O)c3ccco3)C(c3ccc(Cl)o3)C2)cc1 (configuration not stated)	99	99	-2	91	-0.3	103	96	109
O=C(CSc1ccccn1)N1CCNC1=O	96	101	1	94	0.0	95	92	93
O=C(NC1CCCC1)C(c1ccccc1)N(C(=O)c1csnn1)c1ccccc1F (configuration not stated)	104	103	1	98	-0.1	110	91	101
O=C1CC[C@@H](O)CCN1CC[C@H](Sc1ccccc1)c1ccccc1	69	92	-1	103	0.3	91	92	65
CCc1nnc(NC(=O)CCC(=O)NCC2CCCO2)s1 (configuration not stated)	103	98	3	98	-0.1	103	107	100
COc1ccc(CCNC(=O)CC(NS(=O)(=O)c2ccc(NC(C)=O)cc2)C(C)C)cc1OC (configuration not stated)	99	99	0	96	-0.1	98	71	103
Cc1ccc(S(=O)(=O)N2CCCN(C(=O)c3ccc(-n4cccn4)cc3)CC2)cc1	94	92	-3	92	-0.1	101	88	99
COc1ccccc1[C@@]1(C)ON(c2ccccc2C(F)(F)F)C1=O	78	93	-1	155*	0.0	88	85	85
Cc1cccc(-c2cc3nc(C)cc(NCCCN(C)C)n3n2)c1	105	103	6	105	-0.1	105	122	105
CNc1ccccc(-c2ccc3ccccc3n2)c1=O	101	103	50*	98	2.4	93	102	103

Screening results deposited in PubChem by several laboratories.
